Compound activity deposited in PubChem BioAssay by National Center for Advancing Translational Sciences (NCATS).
TbPYK inhibitor: qHTS of Trypanosoma Brucei Inhibitors; AID 624173, 2012; hit rate 0.12% among 410,000; Potency, µM (series often up to 76.8 µM), for inactives: top-dose activity, negative = inhibition, usual class: inhibitors; pyruvate kinase (Trypanosoma brucei), Q57TT1; TbPYK enzyme, Kinase-Glo Plus ATP luminescence, 45 min; note: potency is the fitted concentration of half-maximal effect; % is set by controls: 0 for no effect and ±100 for the full control effect; nearly all actives have a fitted effect of over 50% in size
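ADP (130 uM final) triggers the TbPYK reaction after compound addition; incubation is 45 min at room temperature. Kinase-Glo Plus is then added and luminescence imaged. Normalized data are fitted to concentration-effect curves.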
Cycloheximide cs: Cycloheximide Counterscreen for Small Molecule Inhibitors of Shiga Toxin | cell reporter, cycloheximide protein synthesis inhibition counterscreen | max response, % | hit rate 12% among 300,000 | AID 2314, 2010; in the data active = max response mostly above about 13%, no sharp cut-off; inactive = mostly below about 14%; note: read at 38.3 µM for the half of the compounds with a filed dose; 0% is about no effect
AMA1 RON2 block: qHTS for Inhibitors of AMA1-RON; Towards Development of Antimalarial Drug Lead: Primary Screen | AlphaScreen AMA1-biotinylated RON2 peptide binding | Plasmodium falciparum AMA1 (3D7) - RON2 peptide interaction | Potency, µM (doses to about 58.2 µM), without a hit: at the top dose activity change, negative = inhibition, actives largely listed as inhibitors | hit rate 0.2% among 360,000 | AID 720542, 2013;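 note: potency is the fitted concentration of half-maximal effect; 0% = vehicle wells and -100% = peptide control; nearly all actives have a fitted effect of over 45% in size; some results filed as inactive show a strong effect at the top dose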
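AMA1 (3D7) with his tag at 25 nM final met compounds first, then biotinylated RON2 peptide at 25 nM; detection used donor plus acceptor beads, 10 µg/mL apiece, read by AlphaScreen after 30 min at room temperature.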
Pf growth 48h: Primary qHTS for delayed death inhibitors of the malarial parasite plastid, 48 hour incubation. Potency, µM (series often up to 28.7 µM), inactives show at the highest dose activity change, negative = inhibition, usual class: inhibitors. P. falciparum luciferase growth in erythrocytes, 48 h. hit rate 5.9% among 310,000. AID 504832, 2011; note: potency is the fitted concentration of half-maximal effect; % is set by controls: 0 for no effect and ±100 for the full control effect
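Here the parasites carry a stable luciferase gene and grow inside erythrocytes in Albumax-based RPMI medium with compound for one erythrocytic cycle. Activity is scored as loss of luminescent signal.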
Pf growth 96h: Primary qHTS for delayed death inhibitors of the malarial parasite plastid, 96 hour incubation; Potency, µM (top dose mostly 28.7 µM), for inactives: top-dose activity change, negative = inhibition, hits mostly inhibitors; AID 504834, 2011; hit rate 6.9% among 320,000; P. falciparum luciferase reporter growth, 96 h; note: potency is the fitted concentration of half-maximal effect; % is set by controls: 0 for no effect and ±100 for the full control effect
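P. falciparum expressing integrated firefly luciferase, in erythrocytes at 2% hematocrit, 0.05% parasitemia, incubated with compounds 96 h at 37 C, 5% CO2. Growth inhibition read as loss of luminescence; two-generation exposure targets delayed-death apicoplast inhibitors.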
Shiga inhibitor: A qHTS for Small Molecule Inhibitors of Shiga Toxin. Vero cells, Shiga toxin protein synthesis inhibition reporter. AID 2315, 2010. inhibition, % at 38.7 µM. hit rate 9.2% among 290,000; in the data active = inhibition mostly above about 28%, no sharp cut-off; inactive = mostly below about 43%; note: 0% is about no effect
LmPK inh: qHTS Assay for Inhibitors of Leishmania Mexicana Pyruvate Kinase (LmPK); purified LmPK, Kinase-Glo ATP luminescence, 1 h; Q27686; Potency, µM (highest dose often 57.5 µM), without a hit: at the top dose activity change, negative = inhibition, most hits filed as inhibitors; hit rate 0.37% among 290,000; note: potency is the fitted concentration of half-maximal effect; % is set by controls: 0 for no effect and ±100 for the full control effect
Target sequence (Q27686 whole entry, looked up): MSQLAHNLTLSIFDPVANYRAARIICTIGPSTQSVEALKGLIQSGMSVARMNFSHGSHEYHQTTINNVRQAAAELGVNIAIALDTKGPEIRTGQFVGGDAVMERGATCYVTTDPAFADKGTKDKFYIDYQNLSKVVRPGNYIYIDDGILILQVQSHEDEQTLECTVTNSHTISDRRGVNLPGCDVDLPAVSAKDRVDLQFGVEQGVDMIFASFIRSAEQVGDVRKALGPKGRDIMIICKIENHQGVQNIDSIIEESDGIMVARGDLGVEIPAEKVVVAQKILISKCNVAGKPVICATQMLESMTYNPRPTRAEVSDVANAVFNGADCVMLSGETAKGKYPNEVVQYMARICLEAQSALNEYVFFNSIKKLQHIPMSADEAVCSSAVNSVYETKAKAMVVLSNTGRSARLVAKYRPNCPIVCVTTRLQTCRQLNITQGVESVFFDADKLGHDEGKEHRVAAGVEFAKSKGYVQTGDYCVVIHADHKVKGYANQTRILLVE
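ATP generated from ADP (0.1 mM) and PEP (0.5 mM) by 0.1 nM LmPK over 1 h at room temperature (pH 7.2 imidazole buffer) was detected by coupled luciferase luminescence. Values were normalized to uninhibited and no-enzyme wells.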
Starred values were filed as active, the others as inactive; ? = inconclusive; / = not tested or not shown; & = joins results of further samples; [ ] = dose if it differs, or a comment. Unless noted, calls come from the whole dose curve; as a rule, active = well fitted curve in the direction sought with a large enough effect; inconclusive = small, poorly fitted or top-dose-only effect, or another doubt; inactive = no such curve, though single readings can be large; an effect the other way counts as inactive or inconclusive.

compound | TbPYK inhibitor | Cycloheximide cs | AMA1 RON2 block | Pf growth 48h | Pf growth 96h | Shiga inhibitor | LmPK inh
Cc1ccc(S(C)(=O)=O)cc1C(=O)Nc1ccc(S(=O)(=O)Nc2nccs2)cc1 | 0% | / | 4% | -19% | ? | / | /
CCOc1ccc(-n2c(N)c(-c3nc4ccccc4n3C)c3nc4ccccc4nc32)cc1 | 3% | -4 | 35%[activator][2.32 µM] | 3% | 2.9µM* | -4 | 3%
CC(C)(C)c1ccc(-c2n[nH]c(=S)n2CC2CCCO2)cc1 (centres undefined) | ? | -1 | 36%[activator] | 3% | -34%[5.75 µM] | -17 | 1%
CCOCCOC(NC(=O)c1ccccc1)(C(F)(F)F)C(F)(F)F | 0% | -3 | 0% | 7% | / | -8 | 6%
Cc1cccc(OCC(=O)Nc2nccs2)c1C | 8% | 67* | 11% | 242%[activator] | ? | 67* | 4%
O=S(=O)(c1ccc(OCC(O)CN2CCCC2)cc1)N1CCOCC1 (centres undefined) | 2% | 1 | 12% | / | 4% | -10 | -4%
O=C(OCc1ccco1)c1ccc(S(=O)(=O)N2CCCCC2)cc1 | -23% | -2 | -4% | 4% | ? | 3 | 10%
Cc1nc(C(N)=O)nc2ccccc12 | -10% | 1 | 20% | 64%[activator] | 50%[activator] | 15 | 2%
O=C(OC(C(=O)NCc1ccc2c(c1)OCO2)c1ccc(Cl)cc1)c1ccco1 (centres undefined) | -4% | -5 | 5% | 21% | -19% | -11 | -2%
CNC(=O)NC(=O)C(OC(=O)CCNS(=O)(=O)c1ccccc1)c1ccccc1 (centres undefined) | 7% | -3 | -10% | ? | 2% | 15 | 1%

Complete entries, looked up by structure:
Cc1cccc(OCC(=O)Nc2nccs2)c1C as listed: TbPYK inhibitor = 8%; Cycloheximide cs = 67*; AMA1 RON2 block = 11%; Pf growth 48h = 242%[activator]; Pf growth 96h = ?; Shiga inhibitor = 67*; LmPK inh = 4%
O=C(OC(C(=O)NCc1ccc2c(c1)OCO2)c1ccc(Cl)cc1)c1ccco1 (centres undefined) as listed: TbPYK inhibitor = -4%; Cycloheximide cs = -5; AMA1 RON2 block = 5%; Pf growth 48h = 21%; Pf growth 96h = -19%; Shiga inhibitor = -11; LmPK inh = -2%

The main list resumes, repeating the 2 entries before the break.
compound | TbPYK inhibitor | Cycloheximide cs | AMA1 RON2 block | Pf growth 48h | Pf growth 96h | Shiga inhibitor | LmPK inh
O=C(OC(C(=O)NCc1ccc2c(c1)OCO2)c1ccc(Cl)cc1)c1ccco1 (centres undefined) | -4% | -5 | 5% | 21% | -19% | -11 | -2%
CNC(=O)NC(=O)C(OC(=O)CCNS(=O)(=O)c1ccccc1)c1ccccc1 (centres undefined) | 7% | -3 | -10% | ? | 2% | 15 | 1%
O=C(CCC(=O)OCc1cccc(C(=O)Oc2ccccc2)c1)Nc1cccc2ccccc12 | 2% | 9 | -8% | -4% | 42%[activator] | 32 | -4%
Cc1c(C(=O)N2CCCCC2)c(S(=O)(=O)NCc2ccc(N(C)C)cc2)c(C)n1C | -2%&-1% | 2 | -5% | -5% | 0.83µM* | 3 | -4%
CN(C)c1ccc(N=Nc2ccccc2C(=O)OCC(=O)NC2CCCC2)cc1 | -20% | 24* | 7.9µM* | -6% | 8.3µM* | 26* | -8%
CC[C@@]1(c2ccc(N)cc2)CCC(=O)NC1=O | 10% | / | / | -5% | ? | / | /
CCN=C1SC(CC(N)=O)C(=O)N1CC (centres undefined) | -19% | -1 | 5% | 20% | 34%[activator] | -7 | 1%
CCN(C(=O)COC(=O)C1CC1)c1c(N)n(Cc2ccccc2)c(=O)[nH]c1=O | 1% | / | 11% | ? | ? | / | /
O=S(=O)(c1ccccc1)N1CCN(C2CCN(Cc3ccccc3)CC2)CC1 | -2% | 1 | 29% | 0.1µM* | 0% | -14 | 1%
CC1(C)Cc2c(c(N3CCCCC3)[nH]c(=S)c2C#N)CS1 | -5% | -3 | -10% | 5% | 22% | -11 | 2%
CN(C)c1ccc(-c2n[nH]c(=S)n2-c2ccccc2)cc1 | ? | 8 | 41%[activator] | 2%[5.75 µM] | ? | -3 | -14%
C=CCOc1ccccc1CNn1nnnc1N | 0% | 4 | 1% | 18% | 7% | 12 | -2%
Cc1ccc(C)n1-n1c(C)nc2sc(-c3ccccc3)cc2c1=O | 5% | 45* | -26% | ? | 6% | 73* | -8%
O=C1CC(c2ccc(F)cc2)Sc2nc(-c3ccccc3)c(-c3ccccc3)n21 (centres undefined) | -13% | -5 | -10% | 0% | 37%[activator] | -14 | 1%
CCN(CC(=O)Nc1ccc(OC)cc1)C(=O)CCc1nc2ccccc2c(=O)[nH]1 | 4% | / | 0% | -3% | -29% | / | /
CC(C)NC(=O)C12CC3CC(C1)CC(n1cnc(Cl)n1)(C3)C2 | 0% | -2 | ? | / | -5% | 5 | -3%
Cc1ccc(SCC(=O)OCC(=O)NC2CCCCCC2)cc1 | -10% | -1 | 7% | 5% | 9% | -24 | 0%
CC1CCCN(C2(O)C(=O)Nc3ccc(Br)cc32)C1 (centres undefined) | 1% | -1 | -4% | ? | 4% | -5 | -3%
Cc1cccc(C)c1NC(=O)c1c(-c2ccccc2)noc1C | 0% | -6 | 0% | / | -29% | -20 | 3%
COc1ccc(NC(=O)CCN2CCN(c3ccc(F)cc3)CC2)cc1 | -4% | -2 | -9% | -13% | 45%[activator] | -2 | -2%
Cc1cccc(CNC(=O)c2ccccc2N)c1 | 6% | 20* | -2% | 12% | / | 33 | 2%
CCCCc1cn(C[C@H]2CC[C@@H]([C@@H]3CC[C@H](Cn4cc(CCCC)nn4)O3)O2)nn1 | -4% | -1 | 20% | 26% | ? | -5 | -5%

(listing goes on)
Results follow in this order: TbPYK inhibitor | Cycloheximide cs | AMA1 RON2 block | Pf growth 48h | Pf growth 96h | Shiga inhibitor | LmPK inh
- Cn1c(SCC(=O)N2CCN(c3ccccc3)CC2)nnc1-c1ccncc1
    -6% | -5 | 5% | -26% | 12µM* | 14 | -9%
- CCCC(NC(=O)CCc1c(C)c2cc3c4c(oc3c(C)c2oc1=O)CCCC4)C(=O)O (centres undefined)
    4% | 14 | 98%[activator] | 4% | 15% | 23 | 7%
- NCCc1ccc(S(N)(=O)=O)cc1
    0% | 10 | 0% | 17% | 5% | -10 | 2%
- CCN(CC)c1ccc(S(=O)(=O)N2CCCCC2)cc1NC(=O)C1CCC1
    5% | / | -4% | ? | ? | / | /
- Cc1ccc(-c2nc(CCN3C(=O)c4ccccc4C3=O)cs2)cc1
    -4% | 1 | 10% | 42%[activator] | 80%[activator] | 25 | 2%
- Cc1ccccc1-c1nc2sc3c(c2c(=O)o1)CCC3
    -8% | -2 | 7% | 7% | -4% | 3 | -27%
- COc1ccccc1N1CCN(S(=O)(=O)c2c(C)sc3ncn(CC(=O)NCCN(C)C)c(=O)c23)CC1
    2%&-4% | -4 | 0% | -5% | 0% | 0 | -5%
- CCSC(=O)NC1CCCCC1
    -4% | 1 | -1% | 3% | 18% | 12 | -6%
- O=C(COC(=O)Cc1cccc(C(F)(F)F)c1)NCC1CCCO1 (centres undefined)
    0% | -4 | 4% | 4% | 16%[5.75 µM] | 1 | -4%
- CC(=O)Nc1ccc(S(=O)(=O)N2CCC(C(=O)c3ccc(Cl)cc3)CC2)cc1
    -5% | -2 | 10% | -14% | 80%[activator] | -4 | -2%
- CCc1ccc(CNC(=O)c2ccc3nc(C4CCCCC4)oc3c2)nc1
    / | 46* | / | ? | -6% | 33* | 1%
- CCOc1ccc(NC(=O)Cn2nc(-c3ccccc3Cl)n(CC)c2=S)cc1
    3% | 4 | 9% | ? | ? | 27 | 2%
- CCN(CC(=O)Nc1ccc(NC(C)=O)cc1)C(=O)/C=C/c1ccc(C)o1
    3% | / | -7% | -1% | -17% | / | /
- CN(C)CCNc1oc(-c2ccccc2Cl)nc1S(=O)(=O)c1ccccc1
    -2% | / | 36%[activator] | -8% | -15% | / | /
- COc1ccc(CCN(C)C(=O)C2CCCN(Cc3ccc(OC)c(OC)c3)C2)cc1OC (centres undefined)
    -7% | -1&1 | -14% | ? | -14%&6% | 11&-4 | -2%&-8%
- O=C(CSc1n[nH]c(=O)n1C1CC1)Nc1ccc(F)c([N+](=O)[O-])c1
    -11% | / | 35%[activator] | -18% | 0% | / | /
- O=C(Nc1cccc(C(=O)N2CCOCC2)c1)c1cncc(Br)c1
    -9% | 5 | 4% | 16% | / | -5 | 7%
- COC(=O)[C@]1(CC(C)C)N[C@H](c2ccc(-c3ccc(F)cc3)cc2)[C@@H]2C(=O)N(C)C(=O)[C@@H]21
    -6% | / | -7% | 3.3µM* | 6.6µM* | / | /
- C[C@H](NC(=O)c1nc[nH]c1C(=O)N1CCN(C(=O)OC(C)(C)C)CC1)C(=O)OC(C)(C)C
    2% | / | 20% | ? | 70%[activator] | / | /
- Clc1ccc2nc(N3CCCCC3)[nH]c2c1
    0% | 37* | 0% | 176%[activator] | 58%[activator] | 80* | -23%
- COC(=O)C1CCN(CC(=O)Nc2ccc(C(=O)Nc3ccccc3OC)cc2)CC1
    3% | / | -2%[11.6 µM] | ? | ? | / | /
- CCOc1cc(CNCCc2c[nH]c3ccccc23)cc(Cl)c1OC
    3% | -2 | ? | ? | 6.6µM* | -6 | 5%

Two of these compounds, set out differently:
> NCCc1ccc(S(N)(=O)=O)cc1
  TbPYK inhibitor = 0%
  Cycloheximide cs = 10
  AMA1 RON2 block = 0%
  Pf growth 48h = 17%
  Pf growth 96h = 5%
  Shiga inhibitor = -10
  LmPK inh = 2%
> CCN(CC)c1ccc(S(=O)(=O)N2CCCCC2)cc1NC(=O)C1CCC1
  TbPYK inhibitor = 5%
  Cycloheximide cs = /
  AMA1 RON2 block = -4%
  Pf growth 48h = ?
  Pf growth 96h = ?
  Shiga inhibitor = /
  LmPK inh = /

Compounds were not picked by outcome; overall some 21% were active at least once.
